# Screening results from PubChem.
# TWEAK Fn14 block – inhibitors of TWEAK-Fn14 interaction signaling; TWEAK-stimulated Fn14 reporter cells, luciferase luminescence, 8 h; inhibition, % at 10 µM; 360,000 compounds, 2% hits; in the data active means inhibition above about 50%
# Peg3 promoter – inhibitors of Peg3 promoter. inhibition, % at 20 µM. 360,000 compounds, 1.7% hits. HeLa PEG-Prom luciferase reporter, luminescence, overnight;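 active means inhibition of at least 50% at 20 µM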
# HIF-2a block – inhibitors of HIF-2a; AID 624352; 786-0 RCC cells HIF-2a reporter, luciferase luminescence, overnight; 360,000 compounds, 0.72% hits; inhibition, % at 18.8 µM;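 active means inhibition of the luminescence signal of 40% or more relative to plate controls, in a single-dose primary screen at 18.75 µM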
# KKLEB tox – reduces viability of KKLEB cystic fibrosis airway cells | KKLEB CF airway cells viability, ATPlite luminescence, overnight; active compounds read low; cells stimulated with P. aeruginosa culture filtrate | activity change (cytotoxicity), % at 5 µM | 360,000 compounds, 0.36% hits;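 active means corrected activity change at or below -50% at 5 µM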
# NR2E3 ag-1 – activates human photoreceptor nuclear receptor NR2E3; Q9Y5X4; GST-NR2E3/biotin-RetCOR TR-FRET, 1536-well; inhibition of corepressor binding, % at 4.78 µM; 320,000 compounds, 0.12% hits; AID 2300;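 active means percent inhibition above the cutoff of mean plus 3 SD of all tested compounds, set per screening campaign, cut at about 20% in these data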;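 further: 0% = DMSO wells and 100% = biotin wells as full block of FRET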
# Target sequence (Q9Y5X4 whole entry, looked up): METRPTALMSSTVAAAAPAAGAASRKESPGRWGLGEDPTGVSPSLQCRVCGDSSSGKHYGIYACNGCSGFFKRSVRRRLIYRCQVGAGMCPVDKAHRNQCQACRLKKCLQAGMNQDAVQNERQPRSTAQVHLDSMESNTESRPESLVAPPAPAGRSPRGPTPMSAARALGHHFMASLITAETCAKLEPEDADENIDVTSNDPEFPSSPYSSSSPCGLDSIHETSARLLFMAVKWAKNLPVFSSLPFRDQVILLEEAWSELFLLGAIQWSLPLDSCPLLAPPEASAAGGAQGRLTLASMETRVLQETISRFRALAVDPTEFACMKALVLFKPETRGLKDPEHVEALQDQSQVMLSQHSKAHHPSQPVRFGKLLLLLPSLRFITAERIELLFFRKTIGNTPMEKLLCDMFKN
#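 Assay system: NR2E3–RetCOR corepressor complex. Quantity: 1.35 nM GST-NR2E3. Buffer or medium: pH 7.5 Tris-based buffer. Reagent: biotinylated RetCOR corepressor at 7 nM final. Schedule: 5 h at 4 °C. Detection: TR-FRET, emission read at 617 and 671 nm. Replicates: one well per compound, singlicate testing.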
# Shn3 inh set2 – Schnurri-3 reporter inhibition in Clone20 osteoblasts; Clone20 osteoblast Shn3 3'UTR firefly luciferase, 24 h; inhibition, % at 12.5 µM; 360,000 compounds, 0.52% hits; AID 588674;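 active means mean inhibition of at least 75% with every replicate also reaching 75%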;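 further: 0% = median of neutral control wells and 100% = pilot-screen positive control compound; some compounds past the cut are filed as inactive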
# NR2E3 ag-2 – activates human NR2E3 receptor; inhibition of corepressor binding, % at 3.98 µM; 360,000 compounds, 0.35% hits; Q9Y5X4; AID 602229; CHO-S Gal4-NCOR/VP16-NR2E3 two-hybrid, luciferase;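 active means inhibition above the mean of all tested compounds plus 3 SD, cut at about 70% in these data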;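 further: 0% = DMSO with NR2E3 transfected cells and 100% = cells lacking NR2E3 construct; higher means lower luciferase signal from less NR2E3 corepressor binding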
# MITF TRPM1 inh – reduces MITF-dependent TRPM1 promoter luciferase signal; SK-MEL-5 TRPM1 promoter luciferase, 24 h; inhibition, % at 12.5 µM; 330,000 compounds, 0.83% hits; AID 488899;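 active means mean inhibition across replicates of 60% or more, whatever share of single replicates reaches that level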; further: values of inactives mirror those of a sister screen read the other way
# aDG glyco act – alpha-DG glycosylation activation. AID 624168. Pro5-aDG cells, alpha-DG glycosylation AlphaScreen (IIH6); 0% Pro5, 100% B10-LARGE cell signal. activation, % at 10 µM. 360,000 compounds, 0.22% hits;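 active means activation of at least 8% versus controls, or a plate z-score of at least 8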;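 further: Pro5 are CHO cells carrying HIG-tagged alpha-DG that lacks glycosylation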
# CF NFkB inh – cystic fibrosis NF-kB activation inhibition; inhibition, % at 5 µM; KKLEB NF-kB-GFP reporter, PAF-induced, GFP fluorescence overnight; 360,000 compounds, 0.86% hits;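 active means at least 50% inhibition at 5 µM, scaled per plate between neutral and stimulator controls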;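 further: PAF is a Pseudomonas aeruginosa culture filtrate used as stimulus; plate controls were PAF-stimulated DMSO wells for no effect and unstimulated DMSO wells for full effect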
# hiPSC survival – hiPSC single-cell survival enhancement. ATPlite luminescence; 100% = ROCK inhibitor wells, 0% = DMSO. survival enhancement, % at 20 µM. 360,000 compounds, 0.044% hits; in the data active means survival enhancement above about 18%;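 further: cells exposed to compounds for 16 hours before the ATP read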
# Active calls of the source: *; x = no result given. Outcome played no part in choosing rows, and some 4.4% of all compounds hit somewhere here.
SMILES	aDG glyco act	Shn3 inh set2	KKLEB tox	TWEAK Fn14 block	hiPSC survival	HIF-2a block	CF NFkB inh	NR2E3 ag-2	Peg3 promoter	MITF TRPM1 inh	NR2E3 ag-1
COc1ccc(OC)c(NC(=O)c2cc(-c3c(C)cc(C)cc3O)n[nH]2)c1	-0.1	1	16	-12	-0.6	0	2	-2	-13	11	3
CC1=C(C(=O)N2CCOCC2)CC(CC(=O)NCCc2ccccn2)C(=O)N1CCC1=CCCCC1 (centres undefined)	-0.2	15	8	1	0.6	0	-23	6	-10	x	x
NC1=NN=C(N2N=C(c3ccco3)CC2(O)C(F)(F)F)n2ncnc2C1 (centres undefined)	-0.2	-10	-1	2	-0.5	11	7	16	4	6	2
Cc1cc(=O)oc2c(C)c(OCC(=O)NCCN3CCOCC3)ccc12	-0.2	5	3	1	-0.1	-1	-9	-6	-13	2	-1
CSc1nc2ccccc2c(=O)n1N	-0.2	-6	-2	7	-1.4	5	2	8	6	-4	2
C=CCSc1nc2sc3c(c2c(=O)[nH]1)CC(C)(C)OC3	0.1	2	-12	-4	1.6	-5	15	-9	-10	-10	x
CC1CCCCC1NC(=O)C1CCN(C(=O)NC2CCCCC2)CC1 (centres undefined)	-0.2	6	-19	-9	1.1	17	14	3	-2	19	3
Cc1[nH]c(=O)[nH]c(=O)c1CSCC(=O)OCC(=O)c1ccc(Br)cc1	-0.2	2	1	-8	0.2	9	-6	-12	-9	-4	4
OC1CCCN(Cc2ccccc2)C1 (centres undefined)	-0.1	0	5	4	3.3	17	-1	6	21	-4	2
O=C(CNCCN1CCOCC1)Nc1ccccc1Sc1ccccc1	0.6	18	8	-11	0.9	13	-9	2	3	4	-1
COc1ccccc1N1CCN(C(=O)c2cc3cc(Cl)ccc3[nH]2)CC1	-0.1	3	-11	34	-0.6	15	24	-33	36	-6	3
CNNC(=S)Nc1ccc(Cl)cc1	0.0	24	4	7	-0.1	16	-4	3	12	2	0
O=C(NCc1cccnc1)c1cc(C2CCCN(C(=O)c3ccccn3)C2)on1 (centres undefined)	-0.2	-15	-11	-15	4.4	-2	5	-21	13	x	x
COC(=O)c1sc(-c2ccc(Cl)cc2)cc1NC(=O)COCC(=O)O	-0.2	-23	7	-31	-0.7	-11	-21	-23	-18	9	3
COc1ccc(NC(=O)CCc2nnc3ccc(N4CCC5(CC4)OCCO5)nn23)cc1	-0.1	-4	6	6	-0.6	-5	3	3	8	-3	-1

# Part of the list above, with two lines to a compound.
# Below each compound – aDG glyco act | Shn3 inh set2 | KKLEB tox | TWEAK Fn14 block | hiPSC survival | HIF-2a block | CF NFkB inh | NR2E3 ag-2 | Peg3 promoter | MITF TRPM1 inh | NR2E3 ag-1
> CSc1nc2ccccc2c(=O)n1N
→ -0.2 | -6 | -2 | 7 | -1.4 | 5 | 2 | 8 | 6 | -4 | 2
> C=CCSc1nc2sc3c(c2c(=O)[nH]1)CC(C)(C)OC3
→ 0.1 | 2 | -12 | -4 | 1.6 | -5 | 15 | -9 | -10 | -10 | x
> CC1CCCCC1NC(=O)C1CCN(C(=O)NC2CCCCC2)CC1 (centres undefined)
→ -0.2 | 6 | -19 | -9 | 1.1 | 17 | 14 | 3 | -2 | 19 | 3
> Cc1[nH]c(=O)[nH]c(=O)c1CSCC(=O)OCC(=O)c1ccc(Br)cc1
→ -0.2 | 2 | 1 | -8 | 0.2 | 9 | -6 | -12 | -9 | -4 | 4
> OC1CCCN(Cc2ccccc2)C1 (centres undefined)
→ -0.1 | 0 | 5 | 4 | 3.3 | 17 | -1 | 6 | 21 | -4 | 2
> O=C(CNCCN1CCOCC1)Nc1ccccc1Sc1ccccc1
→ 0.6 | 18 | 8 | -11 | 0.9 | 13 | -9 | 2 | 3 | 4 | -1
> COc1ccccc1N1CCN(C(=O)c2cc3cc(Cl)ccc3[nH]2)CC1
→ -0.1 | 3 | -11 | 34 | -0.6 | 15 | 24 | -33 | 36 | -6 | 3
> CNNC(=S)Nc1ccc(Cl)cc1
→ 0.0 | 24 | 4 | 7 | -0.1 | 16 | -4 | 3 | 12 | 2 | 0
> O=C(NCc1cccnc1)c1cc(C2CCCN(C(=O)c3ccccn3)C2)on1 (centres undefined)
→ -0.2 | -15 | -11 | -15 | 4.4 | -2 | 5 | -21 | 13 | x | x
> COC(=O)c1sc(-c2ccc(Cl)cc2)cc1NC(=O)COCC(=O)O
→ -0.2 | -23 | 7 | -31 | -0.7 | -11 | -21 | -23 | -18 | 9 | 3
> COc1ccc(NC(=O)CCc2nnc3ccc(N4CCC5(CC4)OCCO5)nn23)cc1
→ -0.1 | -4 | 6 | 6 | -0.6 | -5 | 3 | 3 | 8 | -3 | -1

# Next section.
SMILES	aDG glyco act	Shn3 inh set2	KKLEB tox	TWEAK Fn14 block	hiPSC survival	HIF-2a block	CF NFkB inh	NR2E3 ag-2	Peg3 promoter	MITF TRPM1 inh	NR2E3 ag-1
Cc1ccc(C(=O)N[C@H](C(=O)OCc2cc(=O)oc3cc(C)ccc23)C(C)C)cc1	0.4	-18	1	-22	1.3	4	-6	-6	-13	-1	2
CCOC(=O)CSc1nc2c(c(-c3ccc(C)o3)c1C#N)CCCC2	0.2	4	1	-7	11	9	8	-10	27	-9	7
Cc1cc(C)c(S(=O)(=O)c2ccccc2)c(OC(=O)c2c(F)cccc2Cl)n1	-0.1	9	12	-8	-4.5	15	10	-5	0	0	1
Cc1ccc(C)c(N2CCN(C(=O)CCC(=O)Nc3nnc(C(F)(F)F)s3)CC2)c1	-0.3	26	1	11	2.0	2	14	-15	12	3	-1
CCOCC(=O)Nc1cc(C)on1	-0.1	13	1	13	-0.1	10	8	1	26	1	0
COc1ccccc1-c1nnc(SCC(=O)O)n1-c1ccccc1	-0.2	-29	5	-10	1.1	9	-1	-12	6	2	4
CSCC(=O)NC1CCCN(C2Cc3ccccc3C2)C1 (centres undefined)	0.0	12	2	8	0.0	24	-20	9	16	-5	2
O=C(CCCOc1ccccc1)NC1CCCc2ccccc21 (centres undefined)	1.2	-17	-12	19	-1.7	10	25	9	9	0	-3
CCCC(=O)N1CCC1(C)C(=O)Nc1ccc2c(c1)CCN2C(C)=O (centres undefined)	-0.3	-8	0	-1	-0.1	1	14	3	-3	x	x
Cc1cc(C(=O)Nc2cccc(-c3ccc(N4CCOCC4)nn3)c2)ccc1[N+](=O)[O-]	-0.7	-32	-22	-14	-0.5	-222	18	-77	-140	-80	-2
Cc1cc(C(=O)NNC(=S)NCC(C)C)no1	-0.1	11	-5	6	-1.6	-4	-4	-6	-11	-8	3
CC(=O)Nc1c(Cl)cc([N+](=O)[O-])c2ccccc12	-0.1	-15	0	-19	0.3	1	-9	17	-1	4	2
CCN(CC)C(=O)C1CCCN(C(=O)c2ccc3nc(-c4cccc(OC)c4)oc3c2)C1 (centres undefined)	-0.2	-11	9	-6	-0.3	-139	-14	-35	-81	x	x
CN(C)c1ccnc(Nc2ccc(O)cc2)c1C#N	0.3	14	-2	-87	-2.6	4	-7	8	-11	6	0
Cc1ccc(S(=O)(=O)NCN2C(=O)c3ccccc3C2=O)cc1	0.0	-15	3	-16	8.6	11	-17	4	15	x	x
O=C(CN1CCN(S(=O)(=O)c2ccc(F)cc2)CC1)NC1CCCC1	0.1	-19	8	2	0.0	13	4	3	10	-7	0
COc1ccc(C(=O)NCC(=O)N/N=C(\C)c2ccco2)cc1OC	-0.1	-11	4	5	-0.4	10	6	17	9	5	-1
CCOc1ccc(NC(=O)CN(C)C(=O)c2ccc(C3SCCS3)cc2)cc1OCC	-0.1	9	13	-5	0.0	5	-8	0	-12	7	-4
C#CCN1C(=O)S/C(=C\c2cc3c(cc2OC)OCO3)C1=O	0.1	4	-13	3	-0.4	-13	-42	18	0	-5	-2
CCSc1nc2ccccc2c(=O)n1Cc1ccc(F)cc1	0.2	8	10	-5	-0.5	27	6	-5	13	2	1
Cc1ccc(/C=N/NC(=O)c2c(C)nc3ccc(Br)cn23)cc1	-0.1	12	0	-38	-0.6	13	13	-20	22	13	-1
Cc1c(C(C)NC(=O)c2ccc3nc(Cc4ccccc4F)oc3c2)cnn1C (centres undefined)	-0.2	-4	2	-20	1.7	-80	-12	-49	-79	-17	-1
Cc1cc(C)c(S(=O)(=O)NCC(c2ccco2)N2CCc3ccccc3C2)c(C)c1 (centres undefined)	0.0	-2	23	25	0.1	-23	10	-15	-8	1	0
O=C(/C=C/c1ccco1)N1CCC(Cc2ccccc2)CC1	0.1	-41	-7	12	1.4	-93	13	-26	-80	-9	0
CCN(CCO)c1ccc(NC(=S)Nc2cccc(S(=O)(=O)N(C)C)c2)cc1	-0.3	11	-3	9	-3.5	-11	10	-19	18	2	-3
O=C1CSC(=S)N1c1ccc(F)c(Cl)c1	0.0	15	0	29	1.4	14	-12	-2	11	1	2
CS(=O)(=O)Nc1cccc(-c2cn3ccccc3n2)c1	0.2	-12	-10	-6	-1.0	-133	3	-28	-132	-31	4
CC(=O)NCc1ccc(C(=O)O)cc1	0.0	-2	-4	0	-0.4	11	10	-26	11	1	2
Cc1ccc(C(=O)NCCCn2ccnc2)o1	0.0	-7	2	-8	2.5	14	-4	-21	7	6	-3
Cc1cccc(N2C(=O)CC(SC(=Nc3ccccc3)Nc3ccccc3)C2=O)c1 (centres undefined)	0.8	12	-5	2	-0.8	9	5	-8	15	7	2
NC(=O)/C(=C/c1ccco1)NC(=O)/C=C/c1ccccc1	-0.2	4	3	3	0.4	6	6	-14	4	1	1
COc1ccc(Cl)cc1NC(=O)CCN1C(=O)C2CC=CCC2C1=O (centres undefined)	0.0	4	3	-7	-0.4	7	4	-23	9	4	4
Cc1cc(NC(=O)CCN2CCN(C)CC2)ccc1Br	-0.1	-4	-1	-5	0.2	-2	-6	-8	-6	-18	2
CCOc1ccc(-c2noc(-c3cccnc3)n2)cc1OC	-0.1	-30	8	-3	-2.5	-181	3	-39	-147	-47	-2
C[C@@H]1CN([C@H](C)CO)C(=O)CCCn2cc(nn2)CO[C@H]1CN(C)C(=O)Nc1cccc(F)c1	-0.3	-4	1	-7	1.5	4	-3	-41	2	x	x
COc1cc(NCCC(=O)c2cccs2)c(OC)cc1Cl	0.7	-14	4	2	0.1	-5	1	-4	7	12	-1
CCCn1c(SCC(=O)N2CCc3ccccc3C2)nc(O)cc1=O	-0.2	-1	-4	-11	-0.3	10	3	-9	0	10	x
Cn1cc(SCC(=O)NC2CCCC2)c2ccccc21	0.0	2	6	-5	0.1	5	3	-15	1	-3	-2
